Bioassay records as filed in PubChem.
DSG3 Ab inh = blocks pemphigus antibody binding to human desmoglein-3 | DSG3-coupled beads, scFv-anti-DSG3-GFP binding, flow cytometry; stronger effect = lower value | binding (percent of control), % at 10 µM | P32926 | hit rate 0.48% among 310,000;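 active = binding more than 3 SD below its plate's average and above zero; inconclusive = below that plate limit but binding exactly zero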; also: some compounds called inactive have numbers as strong as hits
Target sequence (P32926 whole entry, looked up): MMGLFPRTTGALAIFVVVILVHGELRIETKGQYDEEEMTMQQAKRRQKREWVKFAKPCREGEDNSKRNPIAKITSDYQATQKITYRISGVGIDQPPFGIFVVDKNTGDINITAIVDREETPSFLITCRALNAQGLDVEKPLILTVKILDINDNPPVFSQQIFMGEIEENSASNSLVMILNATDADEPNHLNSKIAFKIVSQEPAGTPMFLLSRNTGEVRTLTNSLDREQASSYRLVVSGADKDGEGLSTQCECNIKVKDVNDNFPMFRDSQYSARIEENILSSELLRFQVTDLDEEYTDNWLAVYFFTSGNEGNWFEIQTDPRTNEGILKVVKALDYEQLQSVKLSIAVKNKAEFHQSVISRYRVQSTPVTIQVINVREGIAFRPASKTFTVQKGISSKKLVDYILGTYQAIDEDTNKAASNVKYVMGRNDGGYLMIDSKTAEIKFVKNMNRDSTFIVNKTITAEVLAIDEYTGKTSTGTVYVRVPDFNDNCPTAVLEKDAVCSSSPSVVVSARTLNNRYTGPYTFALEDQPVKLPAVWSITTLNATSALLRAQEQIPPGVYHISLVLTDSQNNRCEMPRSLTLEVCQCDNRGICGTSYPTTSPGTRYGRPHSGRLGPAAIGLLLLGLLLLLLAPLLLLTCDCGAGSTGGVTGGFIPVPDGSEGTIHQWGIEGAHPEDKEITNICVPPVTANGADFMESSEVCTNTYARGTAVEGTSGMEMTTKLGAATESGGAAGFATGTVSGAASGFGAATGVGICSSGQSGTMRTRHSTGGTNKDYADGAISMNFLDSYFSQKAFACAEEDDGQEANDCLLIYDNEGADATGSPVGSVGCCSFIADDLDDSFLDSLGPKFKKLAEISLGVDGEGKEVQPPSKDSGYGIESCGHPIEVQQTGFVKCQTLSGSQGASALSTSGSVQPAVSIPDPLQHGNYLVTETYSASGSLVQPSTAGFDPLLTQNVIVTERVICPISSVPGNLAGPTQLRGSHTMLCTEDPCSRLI
CAL PDZ FP-1 = blocks peptide binding to human CAL PDZ domain; AID 504414; purified CAL PDZ, TMR-peptide fluorescence polarization, 1 h; Q9HD26; inhibition, % at 20 µM; hit rate 0.02% among 330,000;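 active = highest replicate inhibition of at least 40%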;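 also: plate controls were DMSO neutral control wells for no effect and unlabeled competitor peptide control wells for full effect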
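Material: tagged CAL PDZ domain; buffer or medium: 25 mM sodium phosphate pH 7.4, 150 mM NaCl, TCEP, IgG, Thesit; compound dosing: single point, 20 µM; schedule: 1 h incubation at room temperature before polarization reading; measured by: FP readout, S and P plane fluorescence; read-out basis: percent inhibition from loss of millipolarization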
DAGLB inhibitor = diacylglycerol lipase beta (human) inhibition; Q8NCG7; hit rate 0.059% among 340,000; AID 504411; HEK293T DAGLB membrane lysate, EnzChek fluorogenic substrate; inhibition, % at 5.17 µM; in the data active = inhibition above about 34%;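 also: 0% = enzyme with vehicle and 100% = wells lacking enzyme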
LANA DNA inh = inhibitors of KSHV LANA C-terminal domain DNA binding | MBP-C-LANA/FAM-LBS DNA binding, fluorescence polarization | inhibition, % at 9 µM | hit rate 0.078% among 340,000 | AID 504423;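 active = highest replicate inhibition at or above 60% at 9 µM, even if other replicates fall short; inactive = all replicates below 60% inhibition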;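 also: 0% = neutral control wells and 100% = 4 µM acridine orange control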
Arr AP2 block = inhibitors of human beta-arrestin and AP2 interaction. FITC-arrestin peptide / GST-AP2 beads, flow cytometry; AP2 beta2 appendage carries R879A mutation. inhibition, % at 10 µM. hit rate 0.31% among 340,000. AID 504490;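 active = inhibition above a set limit, near 3 SD of compounds lacking own fluorescence, cut at about 54% in these data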;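 also: plate controls were DMSO wells for no effect and 5 µM unlabelled arrestin peptide for full effect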
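Material – GST-tagged AP2 beta2-adaptin appendage (R879A) on 4 µm glutathione beads · Probe or stimulus – fluorescein-tagged arrestin peptide at 50 nM final · Timing – 12 min plus 1 h, RT · Detection – bead flow cytometry, FITC channel · Read-out basis – inhibition as reduced fluorescein signal on beads, percent · Medium – PBS plus Tween 20 (0.05%) and BSA (0.1%)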
Keap1 Nrf2 FP = disrupts human Keap1 binding to Nrf2 peptide | Q14145 | Keap1 Kelch-Nrf2 peptide fluorescence polarization, 1536-well | inhibition, % at 9.4 µM | hit rate 0.15% among 340,000; in the data active = inhibition above about 12%; inconclusive = no clear call, values can overlap the other calls; inactive = below about 7.3%;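 also: human Keap1 Kelch domain with fluorescein labeled Nrf2 9mer peptide probe; 0% = neutral control wells and 100% = peptide positive control; higher means more block of Keap1 binding to Nrf2 peptide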
RTF Ca sens inh = cardiac RTF calcium desensitization; P19429+P45379; inhibition, % at 7.15 µM; IANBD-labeled cardiac RTF, Ca2+ fluorescence; hit rate 0.12% among 340,000;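 active = inhibition above the mean inhibition of all tested compounds plus 3 SD, cut at about 17% in these data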;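 also: assay run at fixed EC70 calcium of 1.6 mM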
NSD2 inh = NSD2 (human) methyltransferase inhibition; O96028; inhibition, % at 12.5 µM; hit rate 0.54% among 310,000; AID 743445; NSD2 peptide methylation, AlphaScreen, 120 min; in the data active = inhibition above about 50%
V-ATPase pH = regulators of yeast V-ATPase proton transport; hit rate 0.37% among 350,000; response, % at 10 µM; S. cerevisiae, pHLuorin cytosolic pH fluorescence; in the data active = response mostly above about 7.3%, no sharp cut-off; inactive = mostly below about 5.4%; also: actives read high; inactives centre near 0; some compounds called inactive have numbers as strong as hits; reference of the scale not given here
CAL PDZ FP-2 = inhibitors of human CAL PDZ peptide binding; purified CAL PDZ, TMR-peptide fluorescence polarization, 1 h; inhibition, % at 24.9 µM; hit rate 0.92% among 300,000; AID 602252;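 active = mean inhibition of at least 30% with at least half of replicates also reaching 30%; inconclusive = no clear call, values can overlap the other calls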;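 also: 0% = DMSO neutral control and 100% = excess unlabeled competitor peptide PRC23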
The depositor's hits bear a star; ? = inconclusive; . = no result given.

SMILES | DSG3 Ab inh | CAL PDZ FP-1 | DAGLB inhibitor | LANA DNA inh | Arr AP2 block | Keap1 Nrf2 FP | RTF Ca sens inh | NSD2 inh | V-ATPase pH | CAL PDZ FP-2
Cc1ccccc1OCC(=O)NCCS(=O)(=O)N1CCN(c2ccc(F)cc2)CC1 | 85 | -2.1 | 0 | -0.8 | 46 | -3 | -17 | 0 | 4 | -1
COc1ccc(NS(=O)(=O)c2ccc(C)c(C(=O)NC3CCN(Cc4ccccc4)CC3)c2)cc1 | 104 | -0.7 | 0 | 0.1 | 6 | -4 | 1 | 1 | 6 | -2
Cc1ccnc(NC(=O)COc2ccccc2[N+](=O)[O-])c1 | 111 | -1.0 | 1 | 0.5 | -2 | 0 | -6 | 0 | -7 | 1
CC(C)CCN1C(=O)c2ccc(C(=O)OCC(=O)N(C)C3CCS(=O)(=O)C3)cc2C1=O (stereo not given) | 104 | -1.9 | 0 | 0.9 | 14 | -4 | -9 | 2 | 1 | -3
COc1ccc2[nH]c3c(c2c1)CCN1C(=O)C(CC(=O)NC/C=C(\C)CCC=C(C)C)C[C@H](C(=O)N(C(C)C)C(C)C)[C@@]31C (stereo not given in full) | 109 | -0.6 | -6 | 1.3 | -3 | -4 | -4 | . | -3 | -8
O=C(Nc1ccc(CN2CCOCC2)cc1)c1cccc(-c2cc3ccccc3oc2=O)c1 | . | 0.0 | 0 | 1.6 | -7 | -10 | -7 | -1 | 6 | -4
CCOC(=O)c1c(C)[nH]c(C(C)=NNC(=O)Cn2nc(C)cc2C)c1C | 93 | 0.0 | 0 | 0.4 | 10 | -2 | -4 | -2 | 1 | 1
COc1ccc(/C=C/C(=O)Nc2cccnc2)cc1OC | 114 | -4.4 | -1 | -0.5 | 5 | -3 | -3 | -1 | 0 | -3
Cn1nnnc1SCC(=O)Nc1ccccc1C(=O)NC1CC1 | 80 | -0.7 | -2 | 2.7 | 1 | -2 | -5 | 1 | 5 | -1
S=C(NCCC1=CCCCC1)Nc1ccc(Cl)cc1 | 98 | -0.9 | -12 | 0.6 | -2 | -6 | -24 | 2 | -1 | 7
CCCNc1nc(C)c(C(C)=O)cc1C#N | 105 | -0.1 | -3 | -0.6 | 5 | 3 | -1 | 1 | 2 | 2
O=C(COC(=O)c1nc(Cl)ccc1Cl)NC1CCCCC1 | . | 0.2 | 0 | -3.3 | 13 | 4 | 1 | -3 | -3 | 3

Some of these compounds in order of their number in Arr AP2 block, rising:
Molecule	DSG3 Ab inh	CAL PDZ FP-1	DAGLB inhibitor	LANA DNA inh	Arr AP2 block	Keap1 Nrf2 FP	NSD2 inh	V-ATPase pH	CAL PDZ FP-2
S=C(NCCC1=CCCCC1)Nc1ccc(Cl)cc1	98	-0.9	-12	0.6	-2	-6	2	-1	7
Cn1nnnc1SCC(=O)Nc1ccccc1C(=O)NC1CC1	80	-0.7	-2	2.7	1	-2	1	5	-1
CCCNc1nc(C)c(C(C)=O)cc1C#N	105	-0.1	-3	-0.6	5	3	1	2	2
COc1ccc(NS(=O)(=O)c2ccc(C)c(C(=O)NC3CCN(Cc4ccccc4)CC3)c2)cc1	104	-0.7	0	0.1	6	-4	1	6	-2
O=C(COC(=O)c1nc(Cl)ccc1Cl)NC1CCCCC1	.	0.2	0	-3.3	13	4	-3	-3	3
Cc1ccccc1OCC(=O)NCCS(=O)(=O)N1CCN(c2ccc(F)cc2)CC1	85	-2.1	0	-0.8	46	-3	0	4	-1

Other records
SMILES | DSG3 Ab inh | CAL PDZ FP-1 | DAGLB inhibitor | LANA DNA inh | Arr AP2 block | Keap1 Nrf2 FP | RTF Ca sens inh | NSD2 inh | V-ATPase pH | CAL PDZ FP-2
COc1ccc(C2=NN(C(=O)CSc3ncccn3)C(c3ccc(C)cc3)C2)cc1 (stereo not given) | 90 | -2.3 | 0 | -1.0 | 2 | 0 | -4 | 1 | 5 | -1
CC(=O)Cn1ncc(N2CCOCC2)cc1=O | 103 | -0.1 | 0 | -1.8 | 6 | 4 | -1 | -6 | -2 | .
Cc1ccccc1NC(=O)c1ccccc1NS(=O)(=O)c1cccc2cccnc12 | 105 | -0.4 | 1 | -0.5 | -2 | -2 | -24 | -4 | 0 | -4
COc1cc(NS(=O)(=O)c2ccc(NC(=O)/C=C/c3cccc([N+](=O)[O-])c3)cc2)ncn1 | 83 | -1.5 | 3 | 1.8 | 35 | -1 | 0 | 3 | -5 | .
COc1cc(-c2nc3c(c(C)nn3-c3ccccc3)c3cc(OC)c(OC)cc23)ccc1O | . | -0.6 | -3 | 0.4 | 8 | 1 | -6 | . | 0 | .
CCn1c(=O)n(CC)c2cc(N3CCCC3)c(NC(=O)c3ccccc3F)cc21 | . | -1.2 | -1 | 1.3 | 7 | -2 | -4 | -6 | 1 | -3
CC1(C)CC(=O)c2c(O)cc(OCc3ccc([N+](=O)[O-])cc3)cc2O1 | 99 | -2.5 | -1 | -1.4 | 4 | 1 | -6 | 0 | 0 | .
Cc1ccc(OCc2cc(C(=O)N(C)C3CCCc4ccccc43)no2)cc1C (stereo not given) | 106 | . | -14 | . | . | . | . | -10 | -1 | .
Cc1ccc2nc3c(cc2c1)c(NC(=O)c1cccnc1)nn3C | . | -4.5 | -1 | -0.7 | 1 | -3 | -6 | -5 | 1 | -2
CC(NCCN(C)C)C(=O)C12CC3CC(CC(C3)C1)C2 (stereo not given) | 110 | 0.0 | -3 | 0.0 | 19 | -1 | -5 | 2 | 0 | 0
Cc1ccc(NC(=O)/C(C#N)=C/c2ccsc2)c(C)c1 | 90 | -2.5 | -4 | -0.6 | -2 | 0 | 8 | -2 | 1 | 0
CCC(C)[C@H](NC(=O)NCc1ccco1)C(=O)O (stereo not given in full) | 119 | -1.6 | -6 | 0.6 | 1 | 0 | -3 | -2 | 0 | 0

Retrieved by compound from the list above:
SMILES | DSG3 Ab inh | CAL PDZ FP-1 | DAGLB inhibitor | LANA DNA inh | Arr AP2 block | Keap1 Nrf2 FP | RTF Ca sens inh | NSD2 inh | V-ATPase pH | CAL PDZ FP-2
S=C(NCCC1=CCCCC1)Nc1ccc(Cl)cc1 | 98 | -0.9 | -12 | 0.6 | -2 | -6 | -24 | 2 | -1 | 7
CCn1c(=O)n(CC)c2cc(N3CCCC3)c(NC(=O)c3ccccc3F)cc21 | . | -1.2 | -1 | 1.3 | 7 | -2 | -4 | -6 | 1 | -3

The list goes on.
SMILES | DSG3 Ab inh | CAL PDZ FP-1 | DAGLB inhibitor | LANA DNA inh | Arr AP2 block | Keap1 Nrf2 FP | RTF Ca sens inh | NSD2 inh | V-ATPase pH | CAL PDZ FP-2
S=C(NCC1CCCO1)Nc1ccc(Cl)cc1 (stereo not given) | 99 | -3.4 | 1 | -1.0 | -5 | -3 | 8 | -2 | -2 | -2
CCOc1c(Cl)cc(C(=O)Nc2cccc(C(=O)O)c2)cc1Cl | 97 | 0.4 | 8 | 1.0 | -14 | -5 | 5 | -2 | -2 | 1
O=S(=O)(c1ccc(Cl)cc1)N1CCC2(CC1)OCCO2 | 98 | -1.5 | 0 | 0.6 | 16 | -1 | -2 | -2 | 0 | -4
O=C(/C=C/c1ccco1)OCc1nnc(-c2ccccc2)o1 | 91 | -0.6 | -4 | 0.3 | 10 | ? | -1 | 0 | -3 | -2
O=C1NCC(O)=C1C=Nc1ccccc1O | 92 | -2.6 | 2 | -0.8 | 14 | -8 | -14 | 2 | 7 | -3
Cc1ccc(S(=O)(=O)N2CCCC2C(=O)NCc2ccccc2Cl)cc1 (stereo not given) | 106 | 0.1 | -1 | -0.2 | 13 | 6 | -17 | 1 | -2 | -1
Cc1ccc(-c2cn(CCC(=O)O)c(-c3ccc(Cl)nc3)n2)cc1 | 118 | -0.3 | 0 | -0.6 | 15 | 2 | -6 | . | -6 | 0
CC(C)CC(=O)Nc1ccnn1C1CCN(C(=O)c2ccc(F)cc2Cl)CC1 | 101 | -1.6 | 1 | -1.8 | 5 | -4 | -2 | -1 | 0 | 4
CCN(CC)C(=O)c1[nH]cnc1C(=O)N[C@@H](Cc1ccccc1)C(=O)OCc1ccccc1 | 96 | -0.5 | -3 | -0.5 | 2 | -2 | -23 | . | -6 | -3
COc1cccc(CNc2cc(CSc3ccc(Cl)cc3)nc(C)n2)c1 | 110 | -1.3 | -7 | 0.0 | 11 | -6 | -1 | -4 | 1 | 1
Cc1ccc(C(=O)c2coc3c2C(=O)C(=O)c2ccccc2-3)cc1 | 104 | 0.4 | 8 | -1.9 | -13 | 0 | -3 | -3 | -1 | 1
Cc1cccc(C)c1NC(=O)CNC(=O)c1ccc2nc[nH]c2c1 | 100 | -0.3 | -3 | 0.5 | 34 | 2 | -6 | 0 | 0 | -5
COc1ccc(C(=O)CC(C(=O)O)c2ccc3c(c2)OCO3)cc1OC (stereo not given) | 107 | . | -4 | . | . | . | . | -1 | 1 | .
COc1cccc(NC(=S)NNC(=O)c2ccccc2OC(F)F)c1 | 104 | -0.5 | -1 | 1.1 | 8 | 2 | -1 | 3 | 9.4* | 0
O=C1CC(C(=O)Nc2ccc(Cl)cc2)S/C(=N\N=C\c2ccco2)N1 (stereo not given) | 95 | -0.8 | 4 | -1.8 | -9 | 6 | 16 | -1 | 1 | 8
N#Cc1nc(COc2cccc(Cl)c2)oc1NCc1ccncc1 | . | -1.4 | 1 | 2.1 | 11 | -1 | -4 | -1 | -4 | 0
Cc1ccc(S(=O)(=O)N2CCN=C2SC(C)c2ccccc2)cc1 (stereo not given) | . | -2.5 | -8 | 0.2 | 9 | -4 | -11 | -5 | 6 | -5
COc1ccc(C(C(=O)NC2CCCC2)N(C(=O)c2snc(-c3ccc(F)cc3)c2N)c2cccc(F)c2)cc1 (stereo not given) | 102 | -1.1 | -1 | -0.6 | 10 | -1 | 1 | -1 | 2 | .
COc1ccc(C(CCN(Cc2ccc(OC)c(OC)c2)C(C)=O)c2ccccc2)cc1 (stereo not given) | 100 | -1.1 | -1 | 0.3 | -4 | -2 | -13 | 0 | 4 | 5
CCc1nnc(NC(=O)c2cc3ccccc3oc2=O)s1 | . | -1.2 | 1 | 1.6 | -8 | -3 | -3 | -1 | 1 | 6
CCO[C@H]1OC(C(=O)N2CCN(Cc3ccccc3)CC2)=C[C@@H](c2ccc(C(F)(F)F)cc2)[C@@H]1CCCO | 100 | 2.3 | -3 | -5.3 | 15 | 0 | -7 | . | 2 | -7
O=C(c1ccc(S(=O)(=O)Nc2ccccc2F)cc1)N1CCCC1 | 109 | -0.8 | 1 | 0.3 | 35 | 5 | -5 | -1 | -2 | -1
Cc1cc(C)n(-c2nc3ccccc3c(=O)n2OCC#N)n1 | 86 | -1.3 | 0 | -1.3 | 12 | -6 | -13 | -7 | -1 | -6
CCC(=O)Nc1nnc(SCC(=O)NC2CCCC2)s1 | 94 | -2.4 | 1 | -1.2 | 21 | -1 | -3 | -1 | -2 | 0

These rows are one share of the data (hit frequency here may not be typical).
